HCT116 PTEN-null = PTEN-deleted cell growth suppression; AID 827; viability, % at 10 µM; HCT116 PTEN-null viability, CellTiter-Glo, 60 h; stronger effect = lower value; 1.2% of 140,000 active;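 active means viability at or below a set limit, 4 SD under the median of all tested compounds, cut at about 3.7% in these data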;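 further: PTEN knockout HCT116 line with beta catenin targeted HCT116 as companion control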
Yeast lifespan up = yeast lifespan extension | S. cerevisiae growth with nicotinamide, OD615; deaD strain in restrictive glucose medium | 0.68% of 130,000 active | inhibition of the nicotinamide effect, % at 10 µM | AID 775;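 active means inhibition above a set limit, placed 3 SD over the median of all compounds, cut at about 26% in these data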;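 further: 0% = nicotinamide-treated wells and 100% = cells grown without nicotinamide; some compounds called inactive have numbers as strong as hits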
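System: DeaD-strain S. cerevisiae / Buffer or medium: CSMM-D, restrictive glucose (dextrose) synthetic minimal medium / Probe or stimulus: nicotinamide, 1.5 mM, co-present with compound / Compound: one concentration, 10 µM, DMSO 0.25% / Incubation: 48 h compound exposure at 30 °C, humidified / Technique: optical density (absorbance) at 615 nm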
Measles CPE = protection of cells from measles virus | Measles virus-infected cells, CPE protection, absorbance | protection (pct of control), % at 4 µM | 1.5% of 140,000 active; in the data active means protection mostly above about 24%, no sharp cut-off; inactive means mostly below about 26%; further: some compounds called inactive have numbers as strong as hits
NPY-Y2 antag = NPY-Y2 (human) receptor antagonism; AID 793; P49146; NPY-Y2 expressing cells, antagonist mode; 0.99% of 140,000 active; inhibition, % at 2.7 µM; in the data active means inhibition above about 17%;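 further: 0% = vehicle with agonist challenge and 100% = reference antagonist with challenge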
Target sequence (P49146 whole entry, looked up): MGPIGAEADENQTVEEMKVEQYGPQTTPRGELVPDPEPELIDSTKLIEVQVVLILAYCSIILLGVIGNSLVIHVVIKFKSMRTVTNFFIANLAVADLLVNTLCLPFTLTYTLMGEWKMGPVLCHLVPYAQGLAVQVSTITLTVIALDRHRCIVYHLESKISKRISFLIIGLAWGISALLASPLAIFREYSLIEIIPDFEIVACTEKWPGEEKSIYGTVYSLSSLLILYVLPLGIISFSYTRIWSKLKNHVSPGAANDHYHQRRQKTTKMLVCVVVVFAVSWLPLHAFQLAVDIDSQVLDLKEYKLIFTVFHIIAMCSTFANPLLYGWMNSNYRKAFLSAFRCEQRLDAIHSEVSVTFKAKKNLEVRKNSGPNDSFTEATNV
E-sel TNF inh = TNF alpha driven E-selectin expression inhibition; HUVEC TNFa-induced E-selectin immunofluorescence, high content; inhibition, % at 2 µM; 0.71% of 120,000 active;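 active means inhibition above the batch mean plus 3 SD, and confirmed as a hit on visual image review, cut at about 43% in these data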;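 further: 0% = TNF-stimulated DMSO wells and 100% = unstimulated control wells; not every result past the cut was called active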
GALR2 antag = blocks the human galanin receptor 2. inhibition, % at 4 µM. 0.39% of 140,000 active. GALR2-expressing cells, antagonist mode. O43603; in the data active means inhibition above about 27%;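 further: cells stimulated with galanin 1-16 at roughly its EC80; 0% = agonist challenge control and 100% = basal control without agonist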
Target sequence (O43603 whole entry, looked up): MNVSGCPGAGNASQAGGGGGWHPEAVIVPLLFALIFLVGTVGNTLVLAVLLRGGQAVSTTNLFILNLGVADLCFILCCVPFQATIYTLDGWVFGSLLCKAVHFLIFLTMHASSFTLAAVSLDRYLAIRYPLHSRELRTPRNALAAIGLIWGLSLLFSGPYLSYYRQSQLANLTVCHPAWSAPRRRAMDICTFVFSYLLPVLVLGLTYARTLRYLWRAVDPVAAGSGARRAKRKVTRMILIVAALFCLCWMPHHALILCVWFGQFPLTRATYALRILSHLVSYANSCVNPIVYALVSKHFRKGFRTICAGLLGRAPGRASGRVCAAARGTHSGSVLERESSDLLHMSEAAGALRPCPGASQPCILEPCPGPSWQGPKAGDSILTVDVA
MRP1 act = activators of MRP-1. H69AR cells + doxorubicin, viability rescue, CellTiter-Glo. viability increase, % at 10 µM. 0.61% of 140,000 active;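 active means viability gain under doxorubicin at or above a set limit, the compound median plus 3 SD, cut at about 4.7% in these data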;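 further: MRP-1 overexpressing cells given doxorubicin 25 µM after compound pretreatment; 18-22 h compound pretreatment then 72 h with doxorubicin before readout; 0% = doxorubicin-only wells and 100% = vehicle-treated cells without doxorubicin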
BB579 growth dn = reduces growth of yeast BB579 in restrictive medium; 0.51% of 140,000 active; S. cerevisiae BB579 growth, OD615, 48 h; inhibition, % at 10 µM;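 active means inhibition above a set limit, 3 SD over the mean compound inhibition, cut at about 44% in these data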; further: inactives centre near -24
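Assay system: S. cerevisiae DeaD strain BB579 yeast. Medium: CSMM-D restrictive synthetic medium containing dextrose (glucose). Times: 4 h cell preincubation, 48 h compound exposure, 30 °C humidified. Signal: OD615 turbidity measurement. Benchmarks: positive control amphotericin B 10 µg/mL.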
Phagocytosis inh = macrophage phagocytosis inhibition | J774A.1 macrophage IgG-bead phagocytosis, imaging | inhibition, % at 5 µM | 0.07% of 110,000 active;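 active means inhibition above the mean of the plate negative controls plus 5 SD, cut at about 13% in these data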;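 further: phagocytic index as fraction of beads internalized from green versus red external bead signal; plate controls were DMSO negative control for no effect and cytochalasin-D positive control for full effect; some results beyond the cut were filed as inactive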
HCT116 bCat-KO = beta-catenin-lacking colon tumor cell growth suppression. viability, % at 10 µM. HCT116 beta-catenin knockout viability, CellTiter-Glo, 60 h; stronger effect = lower value. 1.5% of 140,000 active;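 active means viability at or under a set limit, the compound median less 4 SD, cut at about 6% in these data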;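 further: 0% = Hyamine 1622 control at 20 µM and 100% = untreated cell control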
The depositor's hits bear a star; / = no result given.

SMILES	HCT116 PTEN-null	Yeast lifespan up	Measles CPE	NPY-Y2 antag	E-sel TNF inh	GALR2 antag	MRP1 act	BB579 growth dn	Phagocytosis inh	HCT116 bCat-KO
Cc1nnc2n(-c3ccccc3)c(=O)c3c4c(sc3n12)CCCC4	83.3	-0.3	16.4	0.6	11.5	1.5	-2.5	-11.8	-3.0	89.2
CCCCNC(=O)N(C)c1nncnc1C(=O)NC	98.0	-0.2	12.1	2.8	-28.1	9.3	-2.5	-17.1	4.5	87.4
Fc1ccc(CSc2ncnc3c2oc2ccccc23)cc1	98.2	1.4	29.6	11.6	/	-7.1	0.9	-32.8	-8.5	86.8
COc1ccc(C)cc1NC(=O)CCS(=O)(=O)c1cccc2nonc12	91.6	-8.6	16.1	1.6	34.6	-6.2	-0.1	-72.3	-2.3	98.2
CCOc1cc(/C=C2/C(=O)ON=C2C)ccc1OCc1ccccc1F	79.8	56.2	9.1	1.6	-2.5	4.5	-0.8	-42.0	/	80.5
CCCCOc1ccccc1C1C(C(N)=O)=C(C)Nc2nnnn21 (stereo not given)	92.6	-2.3	5.0	9.2	4.1	14.2	-1.7	-21.0	-0.1	87.7
O=C1Nc2ncccc2OC1CCO (stereo not given)	106.6	-5.4	0.8	-1.2	-10.7	1.2	1.6	-17.5	1.8	101.6
CCOc1ccccc1N(C(=O)Cn1nnnc1-c1ccc(C)o1)C(CC)C(=O)NC(C)(C)C (stereo not given)	86.8	-1.2	39.4*	3.8	5.4	9.5	-0.6	-32.2	/	86.8
CCc1ccc(CNCc2cccnc2)cc1	19.4	-8.7	16.7	-0.7	10.2	-0.3	-0.7	-10.8	0.0	17.7
O=C(COC(=O)Cc1ccc(S(=O)(=O)N2CCCCC2)s1)Nc1ccc2c(c1)OCO2	101.1	-14.8	5.1	-3.3	3.8	-0.9	-0.9	-29.8	-0.7	101.7
Cc1ccc(NC(=O)Cn2nnc(C(=O)NCc3cccs3)c2N)cc1	85.8	/	6.2	-1.2	-43.4	1.1	-0.2	-26.0	/	95.2
COc1cccc(NC(=O)OCCN2CCN(Cc3ccccc3)CCC2=O)c1	95.6	2.2	37.4	2.4	-29.2	-3.0	-0.4	2.8	/	94.1
C=CCNC(=O)Nc1ccc(Cl)cn1	94.3	-4.1	3.1	0.1	24.3	-7.3	-0.6	-4.7	-4.0	98.5
O=C(NCCN1CCOCC1)c1cn(-c2ccccc2)nc1-c1cccs1	100.9	-8.2	22.2	0.6	-26.9	-6.5	-0.5	1.7	-1.4	90.4
CN(C)CCOc1ccc2c(c1)Sc1ccccc1CC2=O	97.6	5.0	6.9	9.9	/	-3.4	-1.5	-28.8	-1.3	75.0
CC(C)CCNC(=O)CN(C(=O)CCC(=O)Nc1ccccn1)c1ccc2c(c1)OCO2	89.4	-12.3	5.7	2.7	-11.6	1.6	-0.1	4.9	/	89.3
Cc1nn(C(C)C(=O)N2CCc3ccccc3C2)c(=O)c2cc3occc3n12 (stereo not given)	104.2	-24.3	2.6	1.7	/	9.5	-3.6	-3.2	3.9	99.4
COc1ccccc1NC(=O)c1cccnc1	96.8	-24.1	11.7	-3.0	1.6	-5.5	-2.6	-29.2	1.1	99.5
NC(=O)c1cccc(S(=O)(=O)N2CCCCC2)c1	102.9	-3.6	13.1	1.3	-13.4	2.6	-0.2	-8.1	-1.4	93.1
Cc1ccc(SCC(=O)Nc2ccc(S(=O)(=O)Nc3nccs3)cc2)cc1	95.4	-2.9	8.4	-0.2	-21.3	-1.4	-1.4	-6.9	-5.4	100.3
CCCCCOC(=O)C1C(c2ccccc2)C(C(=O)O)C1c1ccccc1 (stereo not given)	91.4	32.1*	10.1	7.3	-6.3	-7.7	-1.5	-37.7	-3.5	101.9
COCC(C)NC(=O)CCS(=O)(=O)c1nc(-c2ccc(OC)cc2)cc(C(F)(F)F)n1 (stereo not given)	101.0	-6.4	5.5	2.7	82.6*	4.3	0.5	-59.2	-1.3	91.2
Cc1ccccc1C(=O)Nc1ccc(Br)c(C)n1	85.1	-14.9	13.7	5.5	-6.8	5.2	-0.2	-47.7	-0.5	85.0
Cc1cc2c(N=O)c(NO)ccc2[nH]1	4.5	-24.0	4.5	2.4	7.2	16.1	-6.1	-37.6	-2.9	4.7*
Cc1ccc(C(C(=O)NC2CCCCC2)N(Cc2ccccc2)C(=O)Cc2c[nH]c3ccccc23)o1 (stereo not given)	47.3	3.4	14.9	6.3	/	-11.0	-4.6	-27.5	-14.5	53.5
The results go on:
SMILES	HCT116 PTEN-null	Yeast lifespan up	Measles CPE	NPY-Y2 antag	E-sel TNF inh	GALR2 antag	MRP1 act	BB579 growth dn	Phagocytosis inh	HCT116 bCat-KO
CC(C)N(CCc1ccncc1)C(=O)Nc1ccc(Cl)c(Cl)c1	83.8	-8.3	4.9	4.9	16.2	0.3	1.5	9.8	-0.2	80.2
CN(C(=O)c1ccc2c(c1)OCO2)C1(C(=O)NC2CCCCC2)CCCCC1	70.7	2.0	10.4	14.1	/	-13.3	-4.9	-0.2	1.5	89.5
CC(C)c1ccc(NC(=O)COC(=O)/C=C/c2cccc([N+](=O)[O-])c2)cc1	97.7	-3.8	3.9	2.5	39.5	-7.0	-0.1	-21.2	/	92.5
COc1cc(C(=O)N2CCN(c3cccc(C)c3C)CC2)cc(OC)c1OC	14.9	-1.7	8.2	5.5	/	16.8	-3.8	-28.8	/	15.9
Cc1ccc(N=C(NO)c2nonc2N)cc1	93.5	-3.2	6.0	0.2	-80.2	17.0	0.7	-30.9	/	107.9
O=C(NCc1ccc2c(c1)OCO2)c1cccc(S(=O)(=O)N2CCCCC2)c1	98.5	-4.5	6.2	4.0	-4.0	11.9	-3.3	-21.0	/	96.5
COc1cc(C(=O)O)cc(Br)c1OC1CCCC1	88.3	-28.0	0.2	7.6	-27.6	4.5	-1.6	-6.6	1.1	88.3
CCOC(=O)CCNC(=O)Nc1ccc2nc(C)n(Cc3ccc(Cl)cc3)c(=O)c2c1	73.5	-4.0	38.3*	0.2	1.9	4.8	4.0	-16.4	1.8	80.3
COc1ccc(Cc2nc(-c3ccc(Cl)cc3)no2)cc1	77.9	-16.8	4.8	7.6	-32.4	-6.7	1.3	-5.0	-1.7	77.7
CC(=O)Nc1ccc(OCC(O)CN2CCN(c3ccccc3Cl)CC2)cc1 (stereo not given)	83.8	/	0.2	0.9	-10.6	12.9	-2.8	-1.6	/	91.2
COc1ccc(/C=N/N=C2/NC(=O)CC(C(=O)O)S2)cc1 (stereo not given)	96.9	0.4	4.8	4.0	/	5.9	0.4	-4.5	-2.5	99.1
O=C(NCCCNC(=O)c1ccco1)c1ccco1	96.2	-2.5	10.0	1.5	/	-0.7	-1.2	-30.1	-1.0	100.8
CCOC(=O)c1c(C)nc2sc3c(=O)n(-c4ccc(OC)cc4)nnc3c2c1-c1ccc(OC)cc1	85.5	-18.9	-0.5	-2.0	-14.2	-11.6	-2.1	-33.0	/	84.7
CCN1CCN(Cc2nc3c(c(=O)n(C)c(=O)n3C)n2CCc2ccccc2)CC1	98.1	4.6	5.7	2.1	-11.2	8.5	-0.9	-27.3	/	91.9
CCSc1ccc(-c2nn(-c3ccccc3)cc2/C=C(/C#N)C(=O)NCCCOC)cc1	63.7	10.4	3.7	8.1	/	0.4	-1.3	-9.7	-10.5	83.8
O=C1c2ccccc2C(=O)N1SC1CCCCC1	81.8	5.7	2.8	1.9	-11.7	9.5	-4.8	-16.4	/	81.2
C=CCn1c2ccccc2c2nnc(SCc3[nH]c(=O)[nH]c3C(=O)CCCCC(=O)OCC)nc21	85.5	-6.5	14.8	4.2	10.8	-2.2	-2.2	-14.7	-7.1	82.5
O=C(CSCc1ccc(Cl)cc1)N/N=C/c1ccccc1	98.9	-13.7	4.3	7.9	20.0	3.7	4.8*	-15.0	-1.5	91.3
COC(=O)c1ccc(CNC(=O)COC(=O)CCC2CCCC2)cc1	104.2	-2.5	8.7	2.2	0.5	2.2	1.2	-11.6	/	94.9
COc1cccc(C(=O)CSc2nnc(CNS(C)(=O)=O)n2-c2ccc(C)cc2)c1	88.7	1.3	2.1	1.7	18.2	-18.1	-1.4	-40.7	-0.6	92.6
CCOC(=O)N1CCC(NC(=O)CSc2cc(=O)n(CC)c3ccccc23)CC1	85.2	-2.9	21.5	0.3	17.1	4.4	-2.7	-21.7	-1.1	83.7
CCCCNC(=O)c1onc(CSc2cccc(C)c2)c1C(=O)O	86.1	-0.2	3.9	20.9*	-12.7	-4.6	-1.6	-2.3	-2.4	89.3
O=C(c1ccco1)N1CCN(C(=O)c2cnn3c2NC(c2cccs2)CC3C(F)(F)F)CC1 (stereo not given)	99.9	-10.5	6.5	0.3	24.8	-8.2	0.1	-80.4	-1.9	96.8
Cc1nnc(SCC(=O)Nc2ncc3c(n2)CC(c2ccccc2)CC3=O)s1 (stereo not given)	104.7	-6.1	8.3	7.4	4.1	-17.9	-1.5	-25.4	-2.4	89.6
O=C(Cn1c(NCCCO)nc2ccccc21)c1cccc(Br)c1	88.2	-3.6	3.0	4.5	9.9	13.9	-3.0	-8.5	0.2	89.0
New compounds follow.
SMILES	HCT116 PTEN-null	Yeast lifespan up	Measles CPE	NPY-Y2 antag	E-sel TNF inh	GALR2 antag	MRP1 act	BB579 growth dn	Phagocytosis inh	HCT116 bCat-KO
COc1ccccc1C(c1nnnn1CCc1ccccc1)N1CCN(c2ccccc2)CC1 (stereo not given)	68.1	3.1	6.5	-2.6	-6.7	-1.4	-1.9	-19.8	/	77.2
CC(C)N1CCC2(CC1)N=C(c1ccc3c(c1)OCO3)CC(c1cc(Cl)ccc1O)N2 (stereo not given)	2.9*	-3.1	4.1	3.9	1.9	0.7	-5.7	-25.4	-0.7	2.5*
CC(/C=N\NC(=O)c1cc(C)oc1C)=C\c1ccccc1	90.6	-4.0	4.3	-9.2	/	12.1	-0.1	-36.6	-0.3	88.7
NS(=O)(=O)c1ccc(CCNc2cc(=O)n(Cc3ccc(F)cc3)c(=O)[nH]2)cc1	95.3	-4.8	16.5	3.3	-49.9	7.5	-0.1	-3.6	-1.2	89.6
C[C@@H]1NC(=O)c2cc([N+](=O)[O-])cc(I)c2OCC[C@@H](C(N)=O)NC(=O)[C@H](CCC(=O)O)NC1=O	100.5	13.3	6.5	0.7	-7.8	-0.2	-0.8	-22.4	/	91.4
Cc1nn2c3ccccc3nc2n(C)c1=O	95.4	-11.1	2.4	10.8	-22.4	0.8	2.2	2.8	-1.0	101.5
CC(=O)CC(=O)Nc1ccccc1NC(C)=O	100.8	-7.7	12.6	0.8	-11.1	-8.0	-0.7	-41.6	-1.3	92.7
CCc1ccc(OCCNC(=O)c2ccccc2SCc2ccc(F)cc2)cc1	48.5	-10.2	8.4	5.5	0.8	3.2	-5.9	-17.4	2.7	48.4
CCCCN(C(=O)c1cc2ccccc2o1)c1c(N)n(CCC)c(=O)[nH]c1=O	84.1	-3.9	8.6	4.0	-14.7	3.9	-1.0	-12.4	-11.0	94.8
